TEAD-YAP block – TEAD-YAP interaction inhibition, primary screen, TEAD-YAP interaction inhibitor project, luminescence, HEK-TIYL cells; inhibition, % at 9.12 µM; TEAD-Gal4/YAP UAS-luciferase luminescence; AID 1259422, 2018; hit rate 1.4% among 640,000; in the data active = inhibition above about 32%;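 note: 0% = median of test compound wells and 100% = reference inhibitor wells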
GPR151 activ – activators of human GPR151, primary screen, cell-based, PathHunter beta-arrestin, luminescence; G-protein coupled receptor 151 (Homo sapiens), Q8TDV0; activation, % at 11.2 µM; hit rate 1% among 650,000; AID 1508602, 2020; PathHunter beta-arrestin GPR151 cells; in the data active = activation above about 4.9%;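 note: 0% = median of compound wells and 100% = cells with positive control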
Target sequence (Q8TDV0 whole entry, looked up): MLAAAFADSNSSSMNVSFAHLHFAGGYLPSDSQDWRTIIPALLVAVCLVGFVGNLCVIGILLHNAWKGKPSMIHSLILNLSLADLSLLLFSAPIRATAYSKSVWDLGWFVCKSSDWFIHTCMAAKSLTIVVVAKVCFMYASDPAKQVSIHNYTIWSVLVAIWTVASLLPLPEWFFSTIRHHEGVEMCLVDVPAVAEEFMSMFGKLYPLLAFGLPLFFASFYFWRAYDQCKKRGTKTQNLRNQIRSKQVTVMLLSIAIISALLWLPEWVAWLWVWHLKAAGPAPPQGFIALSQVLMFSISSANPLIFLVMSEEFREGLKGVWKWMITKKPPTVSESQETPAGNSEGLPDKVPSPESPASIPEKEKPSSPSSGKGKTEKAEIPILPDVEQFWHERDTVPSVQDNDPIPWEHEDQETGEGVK
FBW7 act – FBW7 E3 ligase activators, primary screen, biochemical, AlphaScreen, human | AID 1259310, 2017 | hit rate 0.13% among 650,000 | normalized activity (activation), % at 26.1 µM | AlphaScreen FBW7–phospho-cyclin E peptide binding, activator screen | F-box/WD repeat-containing protein 7 (Homo sapiens), Q969H0; in the data active = normalized activity above about 1.9%;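 note: purified mutant Fbw7 with reduced substrate affinity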
MITF primary – MITF inhibitors, primary screen, biochemical, AlphaScreen, human. AID 1259374, 2018. inhibition, % at 2.6 µM. Microphthalmia-associated transcription factor (Homo sapiens), O75030. hit rate 0.91% among 650,000. AlphaScreen MITF homodimerization, bead proximity signal; in the data active = inhibition above about 50%;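 note: 0% = vehicle wells with protein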
Target sequence (O75030 whole entry, looked up): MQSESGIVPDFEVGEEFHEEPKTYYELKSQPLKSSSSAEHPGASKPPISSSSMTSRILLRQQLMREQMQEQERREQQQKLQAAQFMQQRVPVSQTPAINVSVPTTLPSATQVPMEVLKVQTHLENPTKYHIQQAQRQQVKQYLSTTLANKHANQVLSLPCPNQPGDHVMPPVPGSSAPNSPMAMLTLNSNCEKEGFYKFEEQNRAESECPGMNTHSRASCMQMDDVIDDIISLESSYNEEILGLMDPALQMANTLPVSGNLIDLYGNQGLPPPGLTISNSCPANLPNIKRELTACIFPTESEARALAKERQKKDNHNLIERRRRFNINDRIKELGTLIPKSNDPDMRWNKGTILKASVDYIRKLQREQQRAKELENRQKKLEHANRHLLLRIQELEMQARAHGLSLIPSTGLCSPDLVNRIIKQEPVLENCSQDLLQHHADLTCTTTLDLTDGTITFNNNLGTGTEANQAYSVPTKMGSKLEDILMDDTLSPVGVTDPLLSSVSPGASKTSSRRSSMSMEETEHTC
Numbers without * were called inactive; nt = no result given. Hits appear at their usual frequency. Share with any hit: about 3.4%.

SMILES	TEAD-YAP block	GPR151 activ	FBW7 act	MITF primary
CCn1c(=O)c2c(nc3n2CC(C)CN3c2ccc(Br)cc2)n(C)c1=O (centres undefined)	2	-0.9	-0.3	-9
O=C(/C=C/c1ccc(Cl)cc1)NCc1ccc2c(c1)OCO2	7	1.4	-0.2	-9
N#Cc1c(NC(=O)CSc2ccc(Cl)cc2)sc2c1CCC2	1	0.5	0.3	11
N#Cc1cc2cc3c(cc2nc1N1CCCN(C(=O)Nc2ccc(F)cc2)CC1)OCO3	-6	-1.0	0.1	-1
COc1ccc(N2CCN(CC(O)COc3ccc(Cl)cc3)CC2)cc1 (centres undefined)	-4	0.5	-0.2	5
CC(=O)Cn1c(=O)c2c(nc3n2CCCN3c2ccc(Br)cc2)n(C)c1=O	3	6.0*	0.2	-8
Cc1ncn(-c2ccc(Nc3ncc4cccc(-c5ccc(S(C)(=O)=O)cc5)c4n3)cc2)n1	4	-0.7	-0.2	-8
C[S+](C)/C(=C/S(=O)(=O)O)c1ccccc1	-8	1.2	-0.4	-3
O=c1c2ccccc2cnn1CCOc1ccc(Cl)cc1	-40	4.9*	-0.2	-4
CCCC(=O)N1c2ccccc2NC2=C(C(=O)CCC2)C1c1ccc(F)cc1 (centres undefined)	11	-0.5	0.1	1
C[C@H]1C(=O)N2CCN(Cc3cccc4cccnc34)C[C@@H]2C(=O)N1C	-2	-0.8	0.8	20
CC(C)C1C(C#N)=C(N)Oc2n[nH]c(CSc3ccccc3)c21 (centres undefined)	6	-1.1	-0.1	4
Cc1cc2nc(N=C(N)N)nc(C)c2cc1C	16	2.5	0.0	-1
CCCCn1c(=O)[nH]c(=O)c2c1nc(-c1ccc([N+](=O)[O-])o1)n2C	15	0.0	-0.2	79*
O=C(c1cnn(-c2ccccc2)c1-n1cccc1)N1CCCC(C(=O)N2CCOCC2)C1 (centres undefined)	-3	0.0	0.1	-1
Cc1nnc(N2C(=O)C(O)=C(C(=O)c3ccco3)C2c2ccc(Cl)cc2)s1 (centres undefined)	-19	0.6	0.0	18
Cc1n[nH]c(=O)nc1N/N=C/c1cc(Br)ccc1O	76*	-2.9	-0.1	116*
COC(=O)c1sc(NC(=O)c2cnccn2)c(C(=O)OC)c1C	-7	2.6	-0.2	1
CC(C)(C)n1ncc2c(=O)n(CC(=O)Nc3ccccc3C(F)(F)F)cnc21	12	0.3	0.0	-4
Cc1ccc(C)c(S(=O)(=O)C(F)F)c1	-4	-0.6	0.0	-14

A second format for 4 compounds above.
O=C(c1cnn(-c2ccccc2)c1-n1cccc1)N1CCCC(C(=O)N2CCOCC2)C1 (centres undefined)
  TEAD-YAP block = -3 | GPR151 activ = 0.0 | FBW7 act = 0.1 | MITF primary = -1
Cc1nnc(N2C(=O)C(O)=C(C(=O)c3ccco3)C2c2ccc(Cl)cc2)s1 (centres undefined)
  TEAD-YAP block = -19 | GPR151 activ = 0.6 | FBW7 act = 0.0 | MITF primary = 18
Cc1n[nH]c(=O)nc1N/N=C/c1cc(Br)ccc1O
  TEAD-YAP block = 76* | GPR151 activ = -2.9 | FBW7 act = -0.1 | MITF primary = 116*
COC(=O)c1sc(NC(=O)c2cnccn2)c(C(=O)OC)c1C
  TEAD-YAP block = -7 | GPR151 activ = 2.6 | FBW7 act = -0.2 | MITF primary = 1

(next part)
SMILES	TEAD-YAP block	GPR151 activ	FBW7 act	MITF primary
CS(=O)(=O)N(CC(=O)N1CCN(c2ccc(F)cc2)CC1)c1ccc2c(c1)OCO2	0	-0.4	0.0	9
O=C(NCCSCc1ccccc1)c1ccc[nH]c1=S	-8	3.1	-0.1	10
Cc1ccccc1-c1noc(-c2ccccc2C)n1	-5	2.0	0.1	-11
Cc1ccc(-c2[nH]c3ccccc3c2C)cc1[N+](=O)[O-]	-81	1.5	0.0	-2
Cc1cccnc1NC(=O)c1c[nH]c2c(Cl)cccc2c1=O	-39	0.4	0.0	-5
O=C(Nc1ccccc1)Nc1cccc(Cl)c1	-40	1.4	0.0	9
CCOC(=O)CSc1nc2c(sc(=S)n2-c2ccccc2OC)c(=O)n1C1CCCCC1	-2	0.1	-0.1	6
CCOc1ccccc1NC(=O)c1ccc(S(=O)(=O)N2CC(C)CC(C)C2)cc1 (centres undefined)	0	-0.2	0.0	-6
CCCCC/C=C\C/C=C\C/C=C\C/C=C\CCCC(=O)OCC(O)CO (centres undefined)	nt	0.3	nt	5
CSc1nc2ccc3nc(NC(=O)c4ccc(S(=O)(=O)N5CCCC(C)C5)cc4)sc3c2s1 (centres undefined)	5	0.1	-0.1	-1
O=C(Nc1ccc2c(c1)OCO2)c1cc(NC2CCC(O)CC2)nc2ccccc12 (centres undefined)	-6	0.4	-0.1	0
COc1ccc(N2CCN(c3ncnc4sc(C(=O)N5CCC6(CC5)OCCO6)c(C)c34)CC2)cc1	0	0.9	0.0	-2
NC(=O)c1ccccc1NS(=O)(=O)c1cccc(C(=O)O)c1	2	-0.1	-0.1	-1
COc1cc(C(=O)O)nc(Cl)n1	-17	-2.5	0.0	-5
CC(=O)Nc1ccc(Nc2nc(NC3CCN(Cc4ccccc4)CC3)nc3c2ncn3C(C)C)cc1	8	-1.0	-0.1	1
CCOc1ccccc1C1C(C#N)=C(SCC(=O)Nc2cccc(C)c2)NC2=C1C(=O)CCC2 (centres undefined)	-5	1.6	-0.2	-8
O=C(CCCN1C(=O)c2ccccc2C1=O)Nc1cccc(I)c1	7	-1.3	-0.2	-7
O=C(CC1(O)C(=O)Nc2ccccc21)CC1(O)C(=O)Nc2ccccc21 (centres undefined)	1	0.4	-0.2	-8
COc1ccc(CN2CCc3nnc(C(NS(C)(=O)=O)C(C)C)n3CC2)cc1OC (centres undefined)	-3	1.1	-0.1	7
O=C(NC1(O)C(=O)c2ccccc2C1=O)c1ccc(-c2csnn2)cc1	-1	-0.2	-0.9	14
COC(=O)c1ccc(/C=C/C(=O)c2ccc(OC)cc2OC)cc1	-50	-1.0	-0.1	6
FC(F)Oc1ccc(/C=N/n2cn[nH]c2=S)cc1	8	2.7	-0.1	2
CCOC(=O)c1c(NS(=O)(=O)Cc2ccccc2)sc2c1CCCC2	20	1.0	0.1	2
CCOC(=O)C1=C(C)NC2=C(C(=O)CC(c3ccccc3)C2)C1c1cccc(F)c1 (centres undefined)	16	-0.1	0.3	-2
COC(=O)c1ccc(CN2CCC(N(CC3CC3)C(=O)Cc3ccc(F)cc3)CC2)cc1	1	1.3	-0.1	1
Cc1n[nH]c(C)c1CCN(C)C(=O)CC1C(=O)NCCN1Cc1ccc(F)c(F)c1 (centres undefined)	4	0.8	-0.1	-6
COC(=O)c1c(NC(=O)Cc2ccc(Cl)cc2)sc(C(=O)N2CCOCC2)c1C	-4	-0.6	0.0	-1
CCN1C(=O)/C(=C/c2ccc(N3CCCC3)cc2)C(=O)NC1=S	-3	-1.2	-0.1	18
O=C(COC(=O)c1cc2cc([N+](=O)[O-])ccc2oc1=O)c1ccccc1	11	-1.6	1.8	15
CCN1CCN(CC(=O)Nc2ccc3c(c2)OCCO3)C(=O)C1=O	4	-1.7	-0.3	-7
CCc1ccc(Nc2ncnc3c2cnn3C)cc1	-39	-0.2	1.2	2
CC1(C)c2ccccc2N2CC(=O)NC21/C=C/c1cccc(Br)c1 (centres undefined)	2	0.2	0.1	4
CC1(C)OC2OC(C(=O)NCc3nc4ccccc4n3Cc3ccccc3)C3OC(C)(C)OC3C2O1 (centres undefined)	10	-1.2	0.8	22
COc1ccc(OCC(O)CN2CCN(c3ccccc3F)CC2)c(C(C)(C)C)c1 (centres undefined)	14	-0.5	0.1	11
CCOc1ccccc1N(CC(=O)Nc1cc(Cl)ccc1OC)S(C)(=O)=O	10	0.9	0.2	-9
CCOC(=O)c1sc(N2C(=O)C(=O)/C(=C(/O)c3ccc(F)cc3)C2c2ccc(C)cc2)nc1C (centres undefined)	12	3.0	0.0	-5
CCCCN(CC)S(=O)(=O)c1cccc2nonc12	-6	0.7	-0.2	-5
O=C(NCCC1=CCCCC1)c1cc(S(=O)(=O)N2CCOCC2)ccc1Sc1ccc(F)cc1	8	-0.8	-0.3	-1
COc1ccc(NC(=O)CN2CCN(c3ccccc3)CC2)c([N+](=O)[O-])c1	17	-0.3	-0.5	-5
CC(CC(=O)Nc1ccc(F)cc1)c1ccccc1 (centres undefined)	-7	0.1	0.0	-22
COc1cc(C(=O)Nn2c(-c3ccc(F)cc3)nc3ccccc3c2=O)cc(OC)c1OC	16	0.4	0.1	1
COc1ccc(C=O)cc1Oc1nc(Cl)ncc1F	5	2.2	-0.1	3
COc1ccccc1NC(=O)CSCC(N)=O	2	-0.2	-0.1	18
CCCOc1ccc(C2C(C(=O)OCc3ccccc3)=C(C)NC3=C2C(=O)CCC3)cc1OC (centres undefined)	3	-0.4	0.1	-4
Cc1ccccc1C1(CC(=O)N2CCC(O)CC2)CC(=O)N(Cc2ccccc2)C1=O (centres undefined)	-8	1.1	-0.1	-3
O=S(=O)(NCc1ccco1)c1cccc(S(=O)(=O)N2CCCCC2)c1	-1	0.5	0.0	-1
COC(=O)c1cccc(C(=O)N2CCC[C@@H]3CN(C(=O)C(C)C)CC[C@H]32)c1	-6	7.1*	0.1	5
O=C(Nc1nc(-c2ccc(I)cc2)cs1)c1ccc(F)cc1	0	1.5	0.0	5
COc1ccc(NC(=O)c2c(NC(=O)CCC(=O)O)sc(-c3ccccc3)c2C)cc1	-19	-1.0	0.3	-1
O=C(CCCSc1nc2sc3c(c2c(=O)[nH]1)CCCC3)NCCO	2	0.1	0.1	-7

Going on with the list.
SMILES	TEAD-YAP block	GPR151 activ	FBW7 act	MITF primary
CC1CCN(Cc2c(C(=O)N/N=C/CCc3ccccc3)nnn2-c2nonc2N)CC1	-14	-0.2	1.1	20
COc1ccc(/C=N/NC(=O)C(=O)NC(C)(C)C)cc1	-15	-0.9	0.9	16
O=C(Cc1cn(-c2ccc(NCc3cccnc3)nn2)c2ccccc12)NCc1ccccc1	1	1.3	-0.1	-8
O=C(Cn1nc(-c2cccc3ncccc23)oc1=O)N1CCc2ccccc21	-9	-0.2	-0.1	1
CCOC(=O)c1c(C)[nH]c(C(=O)CSC2CCCC2)c1C	-37	0.2	-0.2	-8
Cc1ccc(NC(=O)c2n[nH]c3ccccc23)cc1	45*	-6.6	0.2	15
COC(=O)c1c(C)oc2ccc(N(C(=O)c3ccc(C)cc3)S(=O)(=O)c3cccc([N+](=O)[O-])c3)cc12	-3	0.0	0.1	19
COC(=O)c1cc2oc(C)cc2n1CC(=O)Nc1ccc(C)c(F)c1	2	-0.9	-0.1	1
COc1ccc(NC(=O)C(=O)N/N=C/c2cccc([N+](=O)[O-])c2)cc1Cl	-2	0.8	0.0	0
CC(C)(C)c1ccc(OCC(=O)NNC(=O)CCc2ccccc2)cc1	-3	0.2	0.0	11
Cc1ccccc1-c1nnc(NC(=O)C(C)C)s1	-10	-0.7	0.1	0
CC(C)(C)C(=O)Nc1nnc(COc2ccc(Br)cc2Br)s1	-4	0.6	0.1	6
CC(C)C(NC(=O)c1ccccc1)C(=O)Nc1ccccn1 (centres undefined)	2	0.1	-0.4	-7
O=C(c1ccc([N+](=O)[O-])cc1)N1CCN=C1SCc1ccccc1	0	0.4	-0.1	0
CC1CCCC(NC(=O)NC(=O)COC(=O)CNC(N)=O)C1C (centres undefined)	-9	0.0	0.0	1
O=C(N/N=C/C(Br)=C\c1ccccc1)c1ccccn1	-48	-1.8	0.0	-25
COc1cc(N=CC2=C(O)c3ccccc3C2=O)cc(OC)c1	-16	0.8	-0.3	7
O=c1/c(=C\c2ccc(OCc3ccc(Cl)cc3Cl)cc2)sc2nc3ccccc3n12	0	-0.8	0.0	7
CCCCOc1ccc(NC(=O)Nc2cc(F)c(F)cc2Cl)cc1	0	-1.5	0.0	-3
O=C(O)c1c(F)c(F)c(F)c(F)c1-c1ccccc1	-2	-1.1	-0.2	2

Limited to MITF primary, FBW7 act and GPR151 activ, for two of the compounds above:
canonical_smiles,MITF primary,FBW7 act,GPR151 activ
CCn1c(=O)c2c(nc3n2CC(C)CN3c2ccc(Br)cc2)n(C)c1=O (centres undefined),-9,-0.3,-0.9
O=C(/C=C/c1ccc(Cl)cc1)NCc1ccc2c(c1)OCO2,-9,-0.2,1.4

(next part)
SMILES	TEAD-YAP block	GPR151 activ	FBW7 act	MITF primary
Cc1[nH]c2ccccc2c(=O)c1Br	7	5.6*	0.0	11
Cc1cccc(-c2nc(C#N)c(NCc3ccco3)o2)c1	-81	-1.4	0.0	20
COc1ccc2c(c1)C[C@H](C(=O)Nc1ccc(-c3cn[nH]c3C)cc1OCCN1CCOCC1)NC2	2	0.7	0.5	34
O=c1c(-c2ccccc2)c(C(F)(F)F)oc2c(CN3CCCC3)c(O)ccc12	13	-0.1	-0.1	0
CCCOc1ccccc1C1CC(=O)C2=C(C1)Nc1ccccc1NC2c1ccc(OC)cc1 (centres undefined)	-7	-1.5	0.2	16
O=C(N1CCN(c2ccc(C(F)(F)F)cc2[N+](=O)[O-])CC1)C(Cl)(Cl)Cl	8	0.0	-0.1	44
CCOC(CC(O)C(Cl)(Cl)Cl)(OCC)OCC (centres undefined)	-4	-0.2	0.1	-7
